# Source: PubChem BioAssay
# GPR55 LPI antagonism: GPR55 antagonists blocking LPI-driven arrestin recruitment, primary screen, imaging, U2OS, beta-arrestin-GFP, LPI agonist (AID 2013). inhibition, % at 10 µM, or IC50 in µM where a hit was titrated. U2OS GPR55 beta-arrestin-GFP translocation imaging, LPI antagonism; higher % means a stronger effect. G-protein coupled receptor 55 (Homo sapiens). hit rate 0.13% among 290,000;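 active means spots per cell inhibited over 60%, with over 100 cells counted and total cytoplasm intensity under 500,000; inconclusive means wells with under 100 cells, flagged as likely toxic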;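 further: U2OS cells stably carrying GPR55 and arrestin-GFP stimulated by 5 µM LPI near EC80; imaged beta-arrestin-GFP aggregate spots per cell after agonist stimulation; plate controls were LPI-stimulated DMSO wells for no effect and DMSO wells without LPI for full effect; some results filed as inactive read as strong as hits; confirmed hits need IC50 under 10 µM and bright autofluorescent wells are also inconclusive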
# HIV peptide binding: inhibitors of HIV fusion peptide binding, primary screen, biochemical, uHTS, fluorescence dequenching (AID 1986); inhibition, % at 20 µM, or IC50 in µM where a hit was titrated; cell-free peptide binding, fluorescence dequenching, 30 min; higher % means a stronger effect; hit rate 0.3% among 290,000; in the data active means inhibition mostly above about 52%, no sharp cut-off; inactive means mostly below about 76%; further: some results filed as inactive read as strong as hits
# GPR55 activation: GPR55 agonists via beta-arrestin recruitment, primary screen, imaging, U2OS cells, beta-arrestin-GFP redistribution (AID 1961) | G-protein coupled receptor 55 (Homo sapiens) | one-dose activation, % at 10 µM; EC50 in µM for titrated hits | U2OS GPR55 beta-arrestin-GFP redistribution imaging; higher % means a stronger effect | hit rate 0.048% among 290,000;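 active means activation above 40% with more than 50 cells counted in the well; inconclusive means wells holding fewer than 50 cells, flagged as toxic or sparse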;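 further: U2OS osteosarcoma cells stably expressing GPR55 and beta-arrestin-GFP; plate controls were DMSO negative control for no effect and LPI positive control for full effect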
# Myeloid diff 2: induction of myeloid progenitor differentiation, primary screen, cell-based, flow cytometry, MLPCN library; hit rate 1% among 360,000; calls only at 10 µM; ER-HoxA9 myeloid progenitors, lysozyme-GFP differentiation;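 active means normalized GFP-positive differentiation at or above the plate's own cutoff, the solvent-only control mean plus 3 SD; inconclusive means no clear call, values can overlap the other calls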;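 further: cells exposed to compound for four days before flow analysis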
# NOD1 NF-kB reporter: NOD1 signaling inhibitors, primary screen, cell-based, luminescence, uHTS (AID 1578); NOD1-driven NF-kB luciferase reporter cells, luminescence; higher % means a stronger effect; hit rate 1% among 290,000; inhibition, % at 4 µM; hits with a dose series show EC50 in µM; in the data active means inhibition mostly above about 36%, no sharp cut-off; inactive means mostly below about 34%;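 further: HEK-293T reporter cells stimulated with the NOD1 agonist gamma-tri-DAP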
# KOR beta-arrestin-1: KOR antagonists, beta-arrestin recruitment, cell-based, luminescence, uHTS (AID 1778) | inhibition, % at 10 µM, or IC50 in µM where a hit was titrated | Kappa-type opioid receptor (Homo sapiens) | hit rate 0.091% among 290,000 | KOR beta-arrestin recruitment, luminescence, antagonist mode; higher % means a stronger effect; further: strong numbers were not always called active
# HEK293 NOD2/NF-kB: NOD2 signaling inhibitors, cell-based, luminescence, uHTS, HEK293 (AID 1566); HEK293 NOD2/NF-kB luciferase reporter, luminescence; higher % means a stronger effect; inhibition, % at 4 µM; hits with a dose series show EC50 in µM; hit rate 0.63% among 290,000; further: many of its hits are not listed in these tables
# KOR beta-arrestin-2: KOR agonists, beta-arrestin recruitment, primary screen, cell-based, luminescence, uHTS (AID 1777); one-dose activation, % at 10 µM; EC50 in µM for titrated hits; KOR beta-arrestin recruitment, luminescence; higher % means a stronger effect; Kappa-type opioid receptor (Homo sapiens); hit rate 0.02% among 280,000; in the data active means activation above about 50%, passing the limit was not always enough; further: a part of the inactive calls stands beside numbers as strong as those of hits
# GPR35 antagonists: GPR35 antagonists blocking zaprinast-driven arrestin recruitment, primary screen, imaging, U2OS, beta-arrestin-GFP, zaprinast agonist (AID 2058). G-protein coupled receptor 35 (Homo sapiens). U2OS GPR35 beta-arrestin-GFP translocation imaging, zaprinast antagonism; higher % means a stronger effect. one-dose inhibition, % at 10 µM; IC50 in µM for titrated hits. hit rate 0.052% among 290,000;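 active means inhibition of at least 50% with at least 30 cells and total cytoplasm GFP at most 10,000,000; inconclusive means under 30 cells or total GFP of 10,000,000 plus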
# Myeloid diff 2 GFP+ MAC1+ %: second read-out of Myeloid diff 2, no call of its own (marks repeat the call); GFP+ MAC1+ double positive, %; measured here: differentiation confirmed by MAC1 staining
# Starred values were filed as active, the others as inactive; i = inactive; ? = inconclusive; nt = no result given; [ ] = dose if it differs, or a comment. Unless noted, no stated cut-off is given here; in the data, active means inhibition above about 50%; inactive means the rest.
SMILES,GPR55 LPI antagonism,HIV peptide binding,GPR55 activation,Myeloid diff 2,Myeloid diff 2 GFP+ MAC1+ %,NOD1 NF-kB reporter,KOR beta-arrestin-1,HEK293 NOD2/NF-kB,KOR beta-arrestin-2,GPR35 antagonists
CC(C)(C)OC(=O)N1CCN(c2ccc(NC(=O)Cn3nnc(-c4ccccc4)n3)cc2)CC1,12%,1.7%,0.3%,i,0.6,-11%,3%,14%,-4.0%,27%
O=C(c1ccco1)N1CCN(C(=O)C2CCCO2)CC1 (centres undefined),6%,0.4%,-0.2%,i,8.0,-32%,15%,2%,-7.1%,-12%
COc1ccc(/C(N)=N/OC(=O)C2CCC(=O)N2S(=O)(=O)c2ccc(C)cc2)cc1OC (centres undefined),2%,-1.8%,0.5%,i,0.4,-14%,-17%,1%,3.7%,6%
CC(C)NC(=O)CCCc1cn(C)c2ccccc12,4%,2.1%,-0.1%,i,6.5,-8%,21%,4%,-2.1%,14%
CC(CNc1nc2ccccc2n2cnnc12)c1ccccc1 (centres undefined),-7%,0.6%,0.0%,i,2.5,-21%,16%,15%,2.3%,1%
COC(=O)c1cc(NC(=O)CN2CCc3cc4c(cc3C2)OCCCO4)cc(C(=O)OC)c1,8%,-0.8%,0.5%,i,5.9,-2%,-26%[20 µM],30%,-4.3%,-3%
O=C(CSCc1ccc([N+](=O)[O-])cc1)Nc1ccccc1C(=O)O,14%,0.4%,-0.2%,i,0.1,-43%,20%,-14%,-1.4%,-18%
Cc1ccc(C(=O)/C=C/c2cc(C#N)n(C)c2C)cc1,-5%,-1.0%,-0.1%,i,1.3,-26%,-19%,11%,-0.9%,15%
Cc1nn(Cc2ccc(F)cc2)c2sc(C(=O)Nc3ccccc3N3CCOCC3)cc12,6%,-1.4%,0.1%,i,0.6,35%,-29%,-10%,0.7%,-5%
O=C(NCCCN1CCOCC1)c1ccc2c(c1)N(Cc1ccccc1)C(=O)c1ccccc1S2=O (centres undefined),5%,-1.6%,-0.1%,i,1.3,-1%,13%,19%,-8.0%,-2%
Cc1cc(C)c(S(=O)(=O)NCc2cccnc2)cc1C,3%,2.2%,0.3%,i,0.5,9%,-16%[20 µM],-10%,0.9%,3%
CN1CCNC(=O)C1CC(=O)N1CC=C(c2ccc(F)cc2)CC1 (centres undefined),6%,-1.2%,-0.1%,i,0.5,-14%,19%,14%,nt,6%
CCc1ccc(C(=O)CN2C(=O)NC(C)(c3ccc(C)cc3)C2=O)cc1 (centres undefined),17%,2.3%,0.0%,i,0.3,-22%,-2%,17%,0.0%,-9%
Cc1ccc(CCSc2ccc(F)cc2)cn1,16%,1.5%,-0.2%,i,0.4,-12%,19%,4%,4.9%,16%
COc1ccccc1-c1cc(C(F)(F)F)nc(S(=O)(=O)CCCC(=O)NC(C)C)n1,18%,0.7%,0.3%,?,nt,-33%,15%,27%,2.0%,12%
CN(c1ccccc1C(=O)NCC1CCCO1)S(C)(=O)=O (centres undefined),-1%,-1.3%,-0.2%,i,0.3,-24%,36%,7%,-5.3%,-18%
Cc1nc2nc(SCC(=O)C(C)(C)C)[nH]c2cc1Br,2%,-3.2%,-0.1%,i,0.4,-29%,38%,9%,-0.9%,8%
CC1CCN(C(=O)COc2cccc3c2CCN(C)C3=O)CC1,9%,1.9%,-0.1%,i,0.4,-42%,24%,1%,-3.7%,-5%
COCCC(=O)N(Cc1ccc2c(c1)OCO2)C(C(=O)NC1CCCCC1)c1ccncc1 (centres undefined),-10%,-1.6%,-0.2%,i,0.2,8%,-12%,9%,1.0%,6%
CCOc1ccc(-c2cc(CCCC(=O)NCc3ccc(C)cc3)no2)cc1,-7%,-1.4%,0.2%,i,1.6,-22%,-43%,-3%,0.0%,-8%
O=C(NC(Cc1ccccc1)C(=O)O)/C(=C/c1ccc(Br)cc1)NC(=O)c1ccc(Br)o1 (centres undefined),-4%,19%,-0.1%,i,1.0,-6%,9%,5%,-0.7%,10%
CCCCN(CC)Cc1c(O)ccc2c3c(c(=O)oc12)CCC3,-3%,-0.1%,-0.2%,i,0.5,-12%,5%,8%,1.6%,9%
CC1=NN(c2ccccc2)C(=O)/C1=C\c1cn(-c2ccccc2)nc1C,8%,-3.1%,-0.2%,i,0.1,10%,-10%,4%,-1.9%,-2%
CN(C)C(CNc1ccc(S(C)(=O)=O)cc1[N+](=O)[O-])c1ccccc1 (centres undefined),7%,-0.8%,0.2%,?,nt,-7%,1%,4%,-0.1%,10%
Cc1nnsc1C(=O)NC1CCCc2c1cnn2-c1ccc(C(C)(C)C)cc1 (centres undefined),6%,1.6%,0.3%,i,0.5,40%,-2%,50%,-1.5%,-7%
CC(OC(=O)CCc1nc2ccccc2c(=O)[nH]1)C(=O)c1ccc(Br)cc1 (centres undefined),-4%,4.8%,-0.3%,i,0.0,-44%,5%,2%,4.2%,0%
CC(C)(C)NC(=O)/C(=C\c1ccc(Br)cc1)NC(=O)c1cccs1,-7%,0.8%,0.5%,i,0.9,-10%,-14%,-2%,2.1%,-10%
C=CCSc1nnc2c(n1)OC(c1c(C)[nH]n(-c3ccccc3)c1=O)Nc1ccccc1-2 (centres undefined),-1%,6.1%,0.3%,i,0.5,12%,-14%,23%,8.4%,8%
COc1ccc(/C=C(\NC(=O)c2ccc(C)cc2)C(=O)NCCN2CCOCC2)cc1,0%,2.5%,-0.1%,i,0.4,24%,-1%,4%,2.4%,1%
CC1(C)CC(=O)C=C(Nc2ccccc2NC(=O)c2cnccn2)C1,8%,2.6%,-0.1%,i,0.8,1%,32%,6%,-11%,-6%
CC(C)(C)c1ccc(C(=O)Nc2ccc(C(=O)N3CCCC3)cc2)cc1,11%,-0.1%,-0.1%,i,0.0,-16%,-7%,8%,6.3%,-25%
CCOc1ccc(NC(=O)CN(C)S(=O)(=O)c2cccc3cccnc23)cc1,0%,-0.1%,-0.2%,?,nt,-16%,-9%,18%,-3.3%,10%
O=C(Cc1ccc2c(c1)OCCO2)N1CCN(S(=O)(=O)c2cccc(Cl)c2Cl)CC1,9%,-2.2%,0.1%,i,0.6,-7%,23%,-1%,-1.9%,17%
Cn1c(=O)oc2cc(S(=O)(=O)N3CCc4ccccc4C3)ccc21,5%,-0.1%,-0.1%,i,0.9,2%,-5%,3%,6.3%,-10%
COCCn1nnnc1C(c1cccc(C(F)(F)F)c1)N1CCN(Cc2ccccc2)CC1 (centres undefined),7%,2.0%,-0.1%,i,1.2,-15%,9%,-4%,4.9%,4%
COC(=O)c1cc(NC(=O)c2c(F)c(F)c(F)c(F)c2F)cc(C(=O)OC)c1,13%,0.7%,-0.3%,i,0.9,5%,-7%,18%,6.9%,-4%
CCOC(=O)N1CCC(N(CCOC)C(=O)Nc2ccc(Cl)c(Cl)c2)CC1,20%,-1.7%,2.7µM*,i,3.0,-31%,27%,-14%,-4.1%,16%
O=[N+]([O-])c1cncc([N+](=O)[O-])c1Nc1cccc(O)c1,6%,-1.6%,0.3%,i,1.2,14%,-11%,13%,14%,-7%
COC(=O)c1cc(S(=O)(=O)n2nc(C)c(Br)c2C)c(Cl)cc1Cl,4%,2.5%,-0.1%,i,0.3,12%,8%,10%,2.2%,15%
O=C(NCc1cccs1)c1cc(-c2ccccn2)nc2ccc(Br)cc12,13%,0.8%,-0.1%,i,0.2,-4%,-45%[20 µM],14%,-4.3%,-1%
O=C(Cn1nnc(-c2ccccc2)n1)NCc1ccco1,7%,-3.0%,-0.2%,i,1.0,-21%,2%,-13%,-4.7%,-10%
COc1cc(O)c(C(CCN2CCCC(C)C2)c2cc(OC)c(OC)c(OC)c2)c(OC)c1 (centres undefined),9%,2.8%,0.0%,i,3.5,-10%,-12%,14%,-1.0%,-11%
Cc1cccc(-c2cccc(NC(=O)C3CCCN(C(=O)c4csc(C)n4)C3)c2)c1 (centres undefined),2%,0.2%,-0.2%,i,3.6,-5%,-16%,45%,-3.9%,2%

# Quoted from the results shown for reference:
SMILES,GPR55 LPI antagonism,HIV peptide binding,GPR55 activation,Myeloid diff 2,Myeloid diff 2 GFP+ MAC1+ %,NOD1 NF-kB reporter,KOR beta-arrestin-1,HEK293 NOD2/NF-kB,KOR beta-arrestin-2,GPR35 antagonists
CC(C)(C)OC(=O)N1CCN(c2ccc(NC(=O)Cn3nnc(-c4ccccc4)n3)cc2)CC1,12%,1.7%,0.3%,i,0.6,-11%,3%,14%,-4.0%,27%
O=C(c1ccco1)N1CCN(C(=O)C2CCCO2)CC1 (centres undefined),6%,0.4%,-0.2%,i,8.0,-32%,15%,2%,-7.1%,-12%
COc1ccc(/C(N)=N/OC(=O)C2CCC(=O)N2S(=O)(=O)c2ccc(C)cc2)cc1OC (centres undefined),2%,-1.8%,0.5%,i,0.4,-14%,-17%,1%,3.7%,6%
CC(C)NC(=O)CCCc1cn(C)c2ccccc12,4%,2.1%,-0.1%,i,6.5,-8%,21%,4%,-2.1%,14%
CC(CNc1nc2ccccc2n2cnnc12)c1ccccc1 (centres undefined),-7%,0.6%,0.0%,i,2.5,-21%,16%,15%,2.3%,1%
COC(=O)c1cc(NC(=O)CN2CCc3cc4c(cc3C2)OCCCO4)cc(C(=O)OC)c1,8%,-0.8%,0.5%,i,5.9,-2%,-26%[20 µM],30%,-4.3%,-3%
O=C(CSCc1ccc([N+](=O)[O-])cc1)Nc1ccccc1C(=O)O,14%,0.4%,-0.2%,i,0.1,-43%,20%,-14%,-1.4%,-18%
Cc1ccc(C(=O)/C=C/c2cc(C#N)n(C)c2C)cc1,-5%,-1.0%,-0.1%,i,1.3,-26%,-19%,11%,-0.9%,15%
Cc1nn(Cc2ccc(F)cc2)c2sc(C(=O)Nc3ccccc3N3CCOCC3)cc12,6%,-1.4%,0.1%,i,0.6,35%,-29%,-10%,0.7%,-5%
O=C(NCCCN1CCOCC1)c1ccc2c(c1)N(Cc1ccccc1)C(=O)c1ccccc1S2=O (centres undefined),5%,-1.6%,-0.1%,i,1.3,-1%,13%,19%,-8.0%,-2%

# A portion of the library, so the mix of outcomes need not match the whole.
